# Pf Dd2 inh: P. falciparum Dd2 growth inhibitors, primary screen, SYBR Green fluorescence, single dose replicates. 72 h; hits give low values. activity change, % at 10 µM. 2.3% of 94,000 active. AID 1159554, 2015; in the data active = activity change below about -80%; inconclusive = no clear call, values can overlap the other calls
# GASC1 inh: inhibitors of GASC-1 (KDM4C) histone demethylase, primary screen, biochemical, single concentration HTS; Lysine-specific demethylase 4C (Homo sapiens), Q9H3R0; GST-KDM4C 2-372, H3K9me3 peptide, LANCE TR-FRET; inhibition, % at 12.5 µM; 0.15% of 96,000 active;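 active = mean replicate inhibition above about 25%, with at least 55% of replicates also reaching it, limit read from the data, passing the limit was not always enough; inconclusive = only one of those two conditions met; inactive = neither condition met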
# Target sequence (Q9H3R0 2-372 limits assumed): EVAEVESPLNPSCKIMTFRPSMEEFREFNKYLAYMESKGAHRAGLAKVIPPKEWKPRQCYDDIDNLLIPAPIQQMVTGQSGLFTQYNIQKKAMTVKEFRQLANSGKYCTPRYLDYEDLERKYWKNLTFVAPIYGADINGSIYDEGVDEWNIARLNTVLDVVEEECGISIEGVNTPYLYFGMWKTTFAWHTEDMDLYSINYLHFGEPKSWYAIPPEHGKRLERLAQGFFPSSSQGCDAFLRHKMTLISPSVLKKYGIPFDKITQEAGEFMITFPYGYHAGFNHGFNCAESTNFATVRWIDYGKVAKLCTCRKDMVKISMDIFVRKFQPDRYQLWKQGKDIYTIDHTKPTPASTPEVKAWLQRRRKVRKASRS
#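 Test system – GST-tagged GASC-1 (JMJD2C) catalytic fragment, aa 2-372 · Medium – HEPES buffer, pH 7.5, plus ascorbate · Reagent – H3K9me3 peptide with Fe(II)/2OG · Compound – one test concentration per compound · Timing – 30 min reaction, 60 min detection, RT · Technique – TR-FRET with Eu antibody and ULight streptavidin, EDTA stop · Read-out basis – inhibition from TR-FRET ratio decrease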
# T cruzi growth: T. cruzi intracellular proliferation inhibitors, primary screen, cell-based, beta-gal Tulahuen parasites, NIH3T3 host, luminescence | T. cruzi beta-gal in NIH3T3, GalScreen luminescence, 90 h | inhibition, % at 8.34 µM | 5.9% of 77,000 active;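 active = mean inhibition above about 93%, with at least 55% of replicates each passing it, limit read from the data, passing the limit was not always enough; inconclusive = only one of those two conditions holds; inactive = neither condition holds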
# C diff HTS: C. difficile growth inhibitors, primary screen, HTS. Clostridium difficile clinical isolate growth, OD600, 24 h; hits give low values. growth activity, negative = inhibition, % at 16 µg/mL (by protocol). 0.25% of 86,000 active. AID 1259249, 2017;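 active = mean growth activity at or below -80% and every replicate also at or below -80%; inconclusive = mean at or below -80% but some replicate above -80%; inactive = mean growth activity above -80%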;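 also: 0% = DMSO wells and -100% = levofloxacin 16 µg/mL wells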
# * marks the source's active call; other numbers are inactive results; ? = inconclusive; · = not tested or not shown; & = joins results of further samples. Outcome played no part in choosing rows; overall some 6.7% were active at least once.
SMILES,Pf Dd2 inh,GASC1 inh,T cruzi growth,C diff HTS
O=C(C[C@H]1C=C[C@H](NC(=O)c2ccc(F)cc2)[C@@H](CO)O1)NCc1ccncn1,8,0.7,18,5
C[C@@H]1CN([C@@H](C)CO)C(=O)c2cc(NS(=O)(=O)c3cccs3)ccc2O[C@H]1CN(C)Cc1ccc(C(=O)Nc2ccccc2N)cc1,-57,0.2,108*,·
Cc1noc(C)c1S(=O)(=O)Nc1ccc2c(c1)C(=O)N([C@H](C)CO)C[C@H](C)[C@H](CN(C)S(=O)(=O)c1c(C)noc1C)OCCCC[C@@H](C)O2,-39,-0.9,-4,4
Cc1cccc(-c2ccc([C@@H]3[C@@H](CO)N4CCCCN(Cc5cncnc5)C[C@@H]34)cc2)c1,13,0.2,43,-4
CCCC#Cc1cnc2c(c1)C(=O)N([C@H](C)CO)C[C@@H](C)[C@H](CN(C)S(=O)(=O)c1cccc(OC)c1)O2,-44&-46,-1.2,78&64,-4&0
O=S(=O)(N[C@H]1CC[C@@H](CCn2cc(C3(O)CCCC3)nn2)O[C@@H]1CO)c1ccc(Cl)cc1,-2,-0.8,41,·
C[C@@H]1CN([C@H](C)CO)C(=O)c2cc(C#C[C@@H](C)O)cnc2O[C@H]1CN(C)C(=O)c1ccccc1,14,-1.4,99,-2
C[C@@H]1CN([C@@H](C)CO)C(=O)c2cc(NS(=O)(=O)c3ccccc3)ccc2O[C@H]1CN(C)S(=O)(=O)c1ccc(F)cc1,-35,0.9,24,·
Cc1ccc(S(=O)(=O)N(C)C[C@@H]2Oc3ccc(NC(=O)C4CCCCC4)cc3C(=O)N([C@@H](C)CO)C[C@H]2C)cc1,-37,-0.6,81,-3
CO[C@@H]1CN(C)C(=O)c2ccc(NC(=O)Nc3ccccc3F)cc2OC[C@H](C)N(CC2CC2)C[C@@H]1C,-32,2.0,45,·
CCCNC(=O)N1[C@H](C(=O)N2CCCCC2)[C@@H](CO)[C@@H]2Cn3c(ccc(-c4ccc(F)cc4)c3=O)[C@@H]21,·,2.2,98*,-9
C[C@@H]1CN([C@@H](C)CO)S(=O)(=O)c2ccc(-c3cncnc3)cc2O[C@@H]1CN(C)Cc1ccccn1,1,-0.4,-41,0
C[C@H]1CCCCO[C@@H](CN(C)C(=O)c2ccccc2)[C@@H](C)CN([C@@H](C)CO)C(=O)c2cc(NC(=O)c3ccccc3)ccc2O1,-67,-1.8,8,6
CCC(=O)N(C)C[C@@H]1Oc2cc(C#Cc3ccccn3)ccc2S(=O)(=O)N([C@@H](C)CO)C[C@@H]1C,·,0.5,15,7
C/C=C/c1ccc2c(c1)O[C@@H](CN(C)Cc1ccccc1)[C@@H](C)CN([C@@H](C)CO)S2(=O)=O,-17,7.5,37,1
O=C(c1ccc(F)cc1)N1CCCCN2[C@@H](CO)[C@H](c3ccc(/C=C/c4ccccc4)cc3)[C@@H]2C1,-16,-1.0,112*,12
COc1ccc(CN(C)C[C@H]2OCCCC[C@H](C)Oc3ccc(NC(=O)Nc4cccc5ccccc45)cc3C(=O)N([C@@H](C)CO)C[C@H]2C)cc1,?,-3.9,?,0
CCC(=O)Nc1ccc2c(c1)OC[C@H](C)N(C(=O)c1ccccc1F)C[C@H](C)[C@H](OC)CN(C)C2=O,·,2.3,26,2
CC(C)C(=O)Nc1ccc2c(c1)C(=O)N(C)[C@@H]1CC[C@@H](CC(=O)NCc3ccccc3F)O[C@@H]1CO2,9,-0.2,2,-8
CC(C)NC(=O)Nc1ccc2c(c1)C(=O)N([C@H](C)CO)C[C@@H](C)[C@H](CN(C)C(=O)c1ccncc1)OCCCC[C@H](C)O2,33,0.2,41,0

# Profiles, quoted from the list.
# CC(C)C(=O)Nc1ccc2c(c1)C(=O)N(C)[C@@H]1CC[C@@H](CC(=O)NCc3ccccc3F)O[C@@H]1CO2 in the list: Pf Dd2 inh: 9; GASC1 inh: -0.2; T cruzi growth: 2; C diff HTS: -8
# C/C=C/c1ccc2c(c1)O[C@@H](CN(C)Cc1ccccc1)[C@@H](C)CN([C@@H](C)CO)S2(=O)=O in the list: Pf Dd2 inh: -17; GASC1 inh: 7.5; T cruzi growth: 37; C diff HTS: 1
# C[C@@H]1CN([C@@H](C)CO)S(=O)(=O)c2ccc(-c3cncnc3)cc2O[C@@H]1CN(C)Cc1ccccn1 in the list: Pf Dd2 inh: 1; GASC1 inh: -0.4; T cruzi growth: -41; C diff HTS: 0

# Next section:
SMILES,Pf Dd2 inh,GASC1 inh,T cruzi growth,C diff HTS
COc1ccc2c3c([nH]c2c1)[C@@H](CO)N(C(=O)Cc1ccccc1)CC31CN(C(=O)Nc2ccccc2F)C1,-16,-0.4,·,5
Cc1ccc(S(=O)(=O)Nc2cccc3c2O[C@@H](CN(C)S(=O)(=O)c2ccc(Cl)cc2)[C@@H](C)CN([C@@H](C)CO)C3=O)cc1,16,-0.7,·,57
CCCC#Cc1cnc2c(c1)C(=O)N([C@@H](C)CO)C[C@@H](C)[C@@H](CN(C)C(=O)c1cnccn1)O2,24,-1.4,-85,-1
Cc1ccc(S(=O)(=O)N(C)C[C@H]2OCCCC[C@@H](C)Oc3ccc(NS(=O)(=O)c4ccc(F)cc4)cc3C(=O)N([C@H](C)CO)C[C@@H]2C)cc1,-25,-7.1,31,-3
CCC(=O)N1C[C@H](C)[C@@H](OC)CN(C)C(=O)c2ccc(NC(=O)CC(F)(F)F)cc2OC[C@H]1C,9,0.2,·,-12
CN(C)CCCNC(=O)C[C@H]1CC[C@@H](NS(=O)(=O)c2ccccc2)[C@H](CO)O1,9,0.7,26,2
C[C@H]1CN([C@@H](C)CO)C(=O)c2cccc(NS(=O)(=O)c3cn(C)cn3)c2O[C@H]1CN(C)C(=O)Nc1ccc(C(F)(F)F)cc1,-85*,5.5,-90,-2
C/C=C/c1ccc2c(c1)O[C@H](CN(C)C(=O)CN(C)C)[C@H](C)CN([C@H](C)CO)S2(=O)=O,12,1.6,-7,-2
C[C@H]1CCCCO[C@H](CN(C)C(=O)Nc2ccccc2)[C@@H](C)CN([C@@H](C)CO)C(=O)c2cc(NC(=O)Nc3ccccc3)ccc2O1,-48,-0.1,98*,-5
O=C(NC[C@@H]1[C@@H](c2ccccc2)[C@@H](CO)N1CC1CCCC1)c1cccnc1,-27,0.5,-14,4
C[C@H](CO)N1C[C@H](C)[C@@H](CN(C)C(=O)CCC(F)(F)F)OCCCC[C@H](C)Oc2ccc(NC(=O)c3ccccc3)cc2C1=O,34,1.3,17,-1
COc1ccccc1C#Cc1ccc([C@@H]2[C@@H](C#N)N(C(=O)C3CCCCC3)[C@@H]2CO)cc1,-51,-5.1,·,-3
O=C(NCc1ccc(F)cc1)[C@@H]1[C@@H](CO)[C@@H]2Cn3c(cccc3=O)[C@@H]2N1C(=O)c1cccnc1,·,-0.9,19,5
O=C(C[C@@H]1C=C[C@H](NC(=O)C2CC2)[C@@H](CO)O1)Nc1nccs1,-14,-0.6,-21,·
CCC(=O)N1Cc2cc(C(=O)NCCOC)nc(-c3cccc(-c4ccc(C#N)cc4)c3)c2[C@@H]1CCO,-40,·,·,2
C[C@H](CO)N1C[C@H](C)[C@@H](CN(C)C(=O)c2ccccc2F)Oc2cc(-c3ccccc3)ccc2S1(=O)=O,-48,-1.7,79,-14
COc1ccc(S(=O)(=O)N(C)C[C@H]2Oc3ccc(NS(C)(=O)=O)cc3C(=O)N([C@H](C)CO)C[C@H]2C)cc1,-1,-0.1,15,4
CCC(=O)Nc1ccc2c(c1)OC[C@H](C)NC[C@H](C)[C@H](OC)CN(C)C2=O,·,-0.4,37,2
O=C(Nc1cccc(Cl)c1)N1C[C@H]2[C@@H](c3ccccc31)[C@@H](CO)N2C(=O)c1ccncc1,10,-0.7,15,-6
C[C@@H]1CCCCO[C@@H](CN(C)Cc2ccc3c(c2)OCO3)[C@H](C)CN([C@H](C)CO)C(=O)c2cc(NC(=O)Nc3ccc(F)cc3)ccc2O1,-78,1.0,?,12
COCCNC(=O)C[C@@H]1C[C@@H]2c3cc(NS(=O)(=O)c4ccc(F)cc4)ccc3O[C@@H]2[C@@H](CO)O1,12,-2.7,-24,-8
C[C@@H]1CN([C@@H](C)CO)C(=O)Cc2cc(NC(=O)CCCCCC(=O)Nc3ccccc3N)ccc2O[C@@H]1CN(C)C(=O)Nc1ccc(C(F)(F)F)cc1,-9,-3.2,23,-6
O=C(c1ccccc1)N1CC(=O)N2[C@H](CO)[C@H](c3ccc(C#CC4CC4)cc3)[C@@H]2C1,18,0.5,·,5
C[C@H]1CN([C@@H](C)CO)S(=O)(=O)c2ccc(C3=CCCC3)cc2O[C@H]1CN(C)C(=O)C1CCOCC1,-54,-0.2,53,-3
CO[C@@H]1CN(C)C(=O)c2ccc(NC(=O)Nc3ccccc3)cc2OC[C@H](C)N(C(=O)CN(C)C)C[C@@H]1C,-33,-0.1,-44,·
COCC(=O)Nc1ccc2c(c1)C(=O)N(C)C[C@@H](OC)[C@H](C)CN(C)[C@H](C)CO2,16,1.2,14,20
COCC(=O)N1CC2(CCN(S(C)(=O)=O)CC2)c2c(n(C)c3cc(OC)ccc23)[C@H]1CO,-22,-1.2,·,-5
O=S(=O)(c1ccc(F)cc1)N1CCCCN2[C@H](CO)[C@H](c3ccc(C#CC4CC4)cc3)[C@H]2C1,-50,-1.4,101*,56
COc1ccccc1CNC(=O)C[C@@H]1CC[C@H](NC(C)=O)[C@@H](CO)O1,2,-0.6,-32,-3
Cc1ccc(S(=O)(=O)Nc2ccc3c(c2)C(=O)N([C@@H](C)CO)C[C@H](C)[C@H](CN(C)C(=O)Nc2cccc4ccccc24)O3)cc1,-21,-2.8,-1,2
CO[C@@H]1CN(C)C(=O)c2cc(NC(=O)C3CCOCC3)ccc2OC[C@@H](C)N(C(=O)Nc2ccc(C(F)(F)F)cc2)C[C@H]1C,2,-1.9,-11,·
COc1ccc(NC(=O)N(C)C[C@@H]2Oc3c(NC(=O)NC4CCCCC4)cccc3C(=O)N([C@H](C)CO)C[C@H]2C)cc1,-3,1.1,2,-4
Cc1noc(C)c1NC(=O)Nc1ccc2c(c1)CC(=O)N([C@@H](C)CO)C[C@@H](C)[C@H](CN(C)S(C)(=O)=O)O2,30,11,·,4
COc1ccc(CN(C)C[C@H]2Oc3ccc(NC(=O)C4CC4)cc3C(=O)N([C@@H](C)CO)C[C@@H]2C)cc1,4,15,-9,5
N#C[C@@H]1[C@H](c2ccc(-c3cncnc3)cc2)[C@H](CO)N1C(=O)C1CCC1,10,-0.2,101*,-9
CC(C)NC(=O)Nc1ccc2c(c1)C(=O)N([C@H](C)CO)C[C@H](C)[C@H](CN(C)C(=O)Nc1ccccc1)OCCCC[C@H](C)O2,-21,0.3,87,-4
CN(C)C(=O)c1cccc(-c2ccc([C@H]3[C@@H](CO)N(C(=O)C4CCCC4)[C@H]3C#N)cc2)c1,-70,-0.9,·,-9
Cc1ccccc1-c1ccc(C2[C@@H]3CN(C(=O)C4CCCC4)C[C@H]2N3)cc1 (some centres not stated),-21&-49,0.5&1.8,·,16&40
COCC(=O)N1CC2(CN(C(=O)c3ccccn3)C2)c2c(n(C)c3cc(OC)ccc23)[C@@H]1CO,-7,-0.2,·,-3
Cc1ccc(S(=O)(=O)Nc2ccc3c(c2)C(=O)N([C@@H](C)CO)C[C@@H](C)[C@H](CN(C)S(=O)(=O)c2ccc(C)cc2)OCCCC[C@H](C)O3)cc1,-64,-2.9,?,·
CO[C@H]1CN(C)C(=O)c2cc(NC(C)=O)ccc2OC[C@H](C)N(C(=O)CC2CC2)C[C@H]1C,-16,1.4,-6,0
Cc1noc(C)c1NC(=O)Nc1ccc2c(c1)CC(=O)N([C@@H](C)CO)C[C@H](C)[C@H](CN(C)C(=O)Nc1ccc3c(c1)OCO3)O2,35,0.3,6,-6
C[C@@H]1CN([C@H](C)CO)C(=O)c2cccc(NC(=O)Nc3cccc4ccccc34)c2O[C@@H]1CN(C)S(=O)(=O)c1ccc(Cl)cc1,-67,-2.8,·,-15
C[C@H](NC(=O)C[C@H]1CC[C@@H]2[C@H](COC[C@H](O)CN2C(=O)Nc2cccc(Cl)c2)O1)c1ccccc1,7,-0.3,60,45&10
COc1ccc(NC(=O)N(C)C[C@H]2Oc3ccc(NS(C)(=O)=O)cc3C(=O)N([C@@H](C)CO)C[C@@H]2C)cc1,26,2.2,97,·
COc1ccc(S(=O)(=O)Nc2ccc3c(c2)CC(=O)N([C@@H](C)CO)C[C@@H](C)[C@H](CN(C)C(=O)Nc2ccccc2)O3)cc1,2,-0.5,14,-6
